Bioassay records deposited in PubChem BioAssay by several laboratories.
Bim-Bcl-2: inhibitors of Bim-Bcl-2 interaction, human; Bead-based flow cytometry, Bim peptide-Bcl-2 binding; inhibition, % at 10 µM; 190,000 tested, 0.06% active; AID 950; in the data active means inhibition above about 40%; inconclusive means no clear call, values can overlap the other calls;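 further: 0% = no compound wells with probe peptide and 100% = reference peptide inhibitor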
Target sequence (P10415 whole entry, looked up): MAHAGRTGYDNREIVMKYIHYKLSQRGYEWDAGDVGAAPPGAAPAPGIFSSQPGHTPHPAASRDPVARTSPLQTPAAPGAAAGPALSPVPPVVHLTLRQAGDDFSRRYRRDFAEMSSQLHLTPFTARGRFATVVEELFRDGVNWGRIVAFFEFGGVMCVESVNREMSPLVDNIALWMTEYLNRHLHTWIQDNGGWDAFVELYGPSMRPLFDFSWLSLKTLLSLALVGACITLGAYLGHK
Bim-Mcl-1: disrupts Bim peptide binding to human Mcl-1. AID 1009. Bead-based flow cytometry, Bim peptide-Mcl-1 binding. Q07820. inhibition, % at 10 µM. 190,000 tested, 0.1% active;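 further: 0% = no compound tracer wells and 100% = peptide blocker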
RGS7-Gao reg: human RGS7-Galphao interaction regulation; P09471; Multiplexed bead flow cytometry, RGS7-Galphao binding; actives lie on both sides; binding response (% of control), % at 10 µM; 220,000 tested, 0.35% active; AID 1439; in the data active means binding response below about 49% or above about 150%; inconclusive means no clear call, values can overlap the other calls; inactive means in between;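 further: fluorescent Galphao held in activated GDP-AlF4 state binding bead-coupled RGS7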
Target sequence (P09471 whole entry, looked up): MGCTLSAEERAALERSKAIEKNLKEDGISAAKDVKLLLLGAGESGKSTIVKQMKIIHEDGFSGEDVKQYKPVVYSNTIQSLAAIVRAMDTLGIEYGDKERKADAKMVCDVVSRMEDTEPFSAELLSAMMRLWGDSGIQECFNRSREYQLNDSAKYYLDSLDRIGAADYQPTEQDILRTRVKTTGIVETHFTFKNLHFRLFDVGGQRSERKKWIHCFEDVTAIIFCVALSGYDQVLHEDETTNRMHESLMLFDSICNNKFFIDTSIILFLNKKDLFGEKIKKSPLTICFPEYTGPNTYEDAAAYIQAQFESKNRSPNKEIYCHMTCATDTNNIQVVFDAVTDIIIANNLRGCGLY
Bcl-B Bim block: human Bim-Bcl-B interaction inhibition; Q9HD36; bead-based flow cytometry, Bim peptide-Bcl-B binding; inhibition, % at 10 µM; 190,000 tested, 0.073% active;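 further: 0% = tracer peptide without compound and 100% = reference inhibitor peptide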
Target sequence (Q9HD36 whole entry, looked up): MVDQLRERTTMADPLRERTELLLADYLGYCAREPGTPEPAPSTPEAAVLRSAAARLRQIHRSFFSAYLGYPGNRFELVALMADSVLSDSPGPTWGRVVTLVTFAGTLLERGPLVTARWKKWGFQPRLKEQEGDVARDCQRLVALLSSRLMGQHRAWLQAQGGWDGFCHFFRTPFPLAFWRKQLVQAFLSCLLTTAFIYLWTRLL
Mcl1-Bid inh: disrupts binding of human Mcl-1 to Bid peptide; Q07820; TR-FRET Mcl-1/Bid-Dy647 peptide binding, 1536-well; inhibition, % at 21.7 µM; 220,000 tested, 0.97% active;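 active means compounds that cut the binding signal by more than half at the single screening dose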;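 further: His-tagged Mcl-1 with europium anti-His antibody binding Bid BH3 peptide; 0% = Mcl-1 plus peptide wells and 100% = peptide-only wells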
Bcl-XL Bim block: human Bim-Bcl-XL interaction inhibition; Q07817; AID 1007; inhibition, % at 10 µM; Bim peptide-Bcl-XL binding, bead flow cytometry, fluorescence; 190,000 tested, 0.04% active
RGS4-Gao reg: human RGS4-Galphao interaction regulation. P09471. Multiplexed bead flow cytometry, RGS4-Galphao binding; actives lie on both sides. binding response (% of control), % at 10 µM. 220,000 tested, 0.33% active. AID 1415; in the data active means binding response below about 49% or above about 150%; inactive means in between;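 further: fluorescent Galphao activated with aluminum fluoride binding bead-coupled RGS4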
Bcl-W Bim block: human Bim-Bcl-W interaction inhibition; bead-based flow cytometry, Bim peptide-Bcl-W binding; Q92843; inhibition, % at 10 µM; AID 952; 190,000 tested, 0.02% active;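 further: 0% = bound tracer without compound and 100% = peptide blocker; higher means less fluorescent Bim peptide bound to Bcl-W beads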
Target sequence (Q92843 whole entry, looked up): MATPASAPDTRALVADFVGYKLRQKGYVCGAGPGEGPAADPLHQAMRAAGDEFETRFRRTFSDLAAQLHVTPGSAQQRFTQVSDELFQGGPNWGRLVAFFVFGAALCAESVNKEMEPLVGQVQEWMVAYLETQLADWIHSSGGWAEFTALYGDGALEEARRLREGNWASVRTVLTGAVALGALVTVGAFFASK
GSH bead fluor: compound fluoresces at 488/530 nm on GSH beads; GSH beads flow cytometry, compound fluorescence 488/530 nm; stronger effect = higher value; fluorescence (KMESF) at 10 µM; 190,000 tested, 0.25% active; in the data active means fluorescence above about 89;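 further: glutathione beads carrying GST-tagged Bcl family fusion proteins plus one bare bead set; values are compound well signal with DMSO vehicle wells as background; inactives centre near 16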
Bfl-1 Bim block: disrupts Bim binding to human Bfl-1 | Bead-based flow cytometry, Bim-Bfl-1 binding inhibition | 190,000 tested, 0.12% active | inhibition, % at 10 µM | Q16548;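 further: 0% = wells without compound plus tracer and 100% = blocker peptide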
RGS8-Gao: modulates binding of RGS8 to human Galphao. 220,000 tested, 0.34% active. multiplexed bead flow cytometry; actives lie on both sides. response (percent of control binding), % at 10 µM. P09471; in the data active means response below about 60% or above about 140%; inactive means in between;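 further: Galphao activated as the GDP aluminium fluoride complex binding bead-coupled RGS8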
* hit, by the source's call; ? = inconclusive; nt = not tested or not shown; [ ] = remark or other dose. Unless noted, no stated cut-off is given here; in the data, active means inhibition above about 40%.

SMILES	Bim-Bcl-2	Bim-Mcl-1	RGS7-Gao reg	Bcl-B Bim block	Mcl1-Bid inh	Bcl-XL Bim block	RGS4-Gao reg	Bcl-W Bim block	GSH bead fluor	Bfl-1 Bim block	RGS8-Gao
O=C1NN(c2ccc(Cl)cc2)C(=O)/C1=C\c1ccc(-c2cccc(C(=O)O)c2)o1	0	0	94	2	21	1	99	0	10	-1	102
Cc1cc(-c2cccc([N+](=O)[O-])c2)nc2ccccc12	-6	-5	105	-10	4	-9	104	-4	11	-5	104
O=C1c2cccc3c([N+](=O)[O-])ccc(c23)C(=O)N1c1ccc(Cl)cn1	-4	-3	101	-3	7	-1	97	-3	78	-5	100
CS(=O)(=O)N(CCc1ccccc1)CC(=O)NCC1CCCO1 (configuration not stated)	0	1	100	-2	-28	-1	100	0	11	1	100
Cc1ccc(NC(=S)NC2CCCC2)cc1C	-1	9	93	-6	-27	9	96	9	11	1	99
CCO[C@H]1OC(C(=O)N2CCCCCCC2)=C[C@@H](c2csc3ccccc23)[C@@H]1CCCO	0	1	113	-1	-7	0	107	0	19	-3	109
COc1ccc(CN2CCS(=O)(=O)CC2)cc1OC	0	0	100	-1	-2	1	103	3	13	-6	99
CCC1(CC)C(=O)NC(=O)NC1=Nc1cccc(OC)c1	-7	1	100	-5	-25	-6	98	0	11	-11	102
CCN(CC)C(=S)NC(=O)Cc1ccccc1	-5	-3	96	-20	-32	-2	97	-4	18	-8	101
COCCNCCCOc1ccc(C(C)(C)c2ccccc2)cc1	1	-3	105	-5	25	-6	97	-1	7	0	105
COc1cc(OC)c(NC(C)C(=O)N2CCCC2)cc1Cl (configuration not stated)	0	-4	?	0	-55	4	100	7	12	8	98
CCOc1ccc(C2CC(c3cccc(C)c3)n3ncnc3N2)cc1 (configuration not stated)	-6	1	103	-5	9	-3	103	-1	14	-13	106

Laid out differently: four of the compounds above
Sequence of screens – Bim-Bcl-2	Bim-Mcl-1	RGS7-Gao reg	Bcl-B Bim block	Mcl1-Bid inh	Bcl-XL Bim block	RGS4-Gao reg	Bcl-W Bim block	GSH bead fluor	Bfl-1 Bim block	RGS8-Gao
CCN(CC)C(=S)NC(=O)Cc1ccccc1
  -5	-3	96	-20	-32	-2	97	-4	18	-8	101
COCCNCCCOc1ccc(C(C)(C)c2ccccc2)cc1
  1	-3	105	-5	25	-6	97	-1	7	0	105
O=C1NN(c2ccc(Cl)cc2)C(=O)/C1=C\c1ccc(-c2cccc(C(=O)O)c2)o1
  0	0	94	2	21	1	99	0	10	-1	102
CCO[C@H]1OC(C(=O)N2CCCCCCC2)=C[C@@H](c2csc3ccccc23)[C@@H]1CCCO
  0	1	113	-1	-7	0	107	0	19	-3	109

Additional entries follow:
SMILES	Bim-Bcl-2	Bim-Mcl-1	RGS7-Gao reg	Bcl-B Bim block	Mcl1-Bid inh	Bcl-XL Bim block	RGS4-Gao reg	Bcl-W Bim block	GSH bead fluor	Bfl-1 Bim block	RGS8-Gao
O=C(c1cccs1)N1CCN=C1SCc1ccccc1F	-2	-24	96	-1	1	-14	92	-8	9	-2	99
COC(=O)/C=C\C(=O)Nc1cccc([N+](=O)[O-])c1	-3	-10	97	1	-18	-7	99	-5	14	1	79
Cc1ccccc1N(CC(=O)N/N=C/c1ccc(N(C)C)cc1)C(=O)c1ccccc1	-7	-2	99	-4	-6	6	101	-3	35	-8	103
Cc1ccccc1NC(=S)NCC1CCN(C(C)c2ccccc2)C1 (configuration not stated)	-6	-3	104	-5	-8	-3	102	-3	15	-5	100
Cc1cc(Nc2ccc(C)c(C)c2)n2nc(C)nc2n1	-11	-3	96	-5	5	-3	99	-4	14	-7	101
CC(=O)N1CCN(CC(=O)Nc2c(Cl)cccc2Cl)CC1	-4	-1	89	0	34	-2	96	-2	48	-6	101
COc1ccc(NS(=O)(=O)c2ccc(N3CCCC3)c(NC(=S)Nc3cccc(S(=O)(=O)N(C)C)c3)c2)cc1	7	-8	106	-11	-17	-3	102	0	5	23	83
Cc1c(-n2c(SCC(=O)O)nnc2-c2ccccc2Cl)c(=O)n(-c2ccccc2)n1C	0	-3	97	-4	-3	-2	102	-3	19	-3	100
CCOc1c(Br)cc(C(N)=O)cc1OC	-5	-1	103	-4	-31	0	102	1	15	-9	104
CC(C)CCn1c(O)c(N=Nc2ccccn2)c2ccccc21	0	-1	101	0	-11	0	100	-1	8	0	104
N#Cc1nc(COc2ccccc2Cl)oc1NCc1cccnc1	0	-2	101	-1	-6	-2	102	-2	25	-1	101
COc1ccc(C(=O)N2CCN=C2SCc2cccnc2)c(OC)c1	-10	-4	98	-5	-14	-8	99	-1	20	-15	100
CN(C(=O)CCc1nc(-c2ccccc2F)no1)c1ccccc1	-4	-1	?	-2	-17	0	106	1	18	-3	101
Cc1cccc(C)c1NC(=O)C(=O)NCCCN1CCOCC1	-5	-4	92	-5	-30	-7	94	-4	11	0	100
COc1ccc(N(CC(=O)NCCC2=CCCCC2)S(C)(=O)=O)cc1	0	0	99	2	-65	-4	94	-1	9	-13	96
Cc1ccc(-c2cc(-c3ccccc3)c(C#N)c(N)n2)o1	4	-4	99	2	19	0	100	6	14	42*	85
O=C(NC(C(=O)N/N=C/c1c2ccccc2cc2ccccc12)c1n[nH]c(=O)c2ccccc12)c1ccccc1 (configuration not stated)	-5	-5	99	-17	-10	-10	100	1	34	-14	104
CCN(CC)c1nc(C)nc2c1cnn2CCc1ccccc1	0	0	96	-1	22	-1	99	3	15	5	97
COc1ccc(OC(C)C(=O)Nc2ccccc2F)cc1 (configuration not stated)	-5	0	97	-5	4	0	100	2	10	-4	100
CCc1c(C)c2cc(Cl)c(O)c(CN(CC)CC)c2oc1=O	-3	-1	94	2	-2	0	95	-2	12	-1	98
Cc1ccc(C(=O)N/C(=C\c2ccco2)C(=O)NCCCn2ccnc2)cc1	-6	-4	105	-7	-10	-7	106	-6	17	-11	105
CCOc1ccc(OCC(=O)c2c(O)c3ccccc3oc2=O)cc1	-22	-9	99	-17	3	-14	99	-7	26	-18	98
CCOc1ccc(NC(=O)C(Cc2ccccc2)N2C(=O)c3cccc4cccc(c34)C2=O)cc1 (configuration not stated)	-5	-3	99	-9	0	-8	103	-5	23	-7	97
CC(C)NC(=S)Nc1cccc2cnccc12	-20	-11	92	-22	-48	-16	89	-7	15	-2	94
Nn1c(SCC(=O)Nc2ccc3c(c2)OCO3)nnc1C1CC1	-5	-4	99	-12	1	-6	101	-1	30	-11	99
CCCc1cc(NCc2ccccn2)n2c(nc3ccccc32)c1C#N	1	-16	102	1	-5	-5	97	-5	7	0	100
FC(F)(F)C12CC(c3ccccc3)=NCCN1CCN2 (configuration not stated)	-6	-5	117	-5	20	-1	135	-4	44	-4	101
CCOC(=O)c1cccc(-n2c(-c3ccc(OC)cc3)nc3nc4ccccc4nc32)c1	-10	-7	179*[activator]	-14	4	-2	108	-5	15	-17	98
COc1cc2ncnc(NCc3ccccc3)c2cc1OC	-2	-12	103	0	5	-3	104	-5	10	-2	101
CCN(CC(=O)Nc1ccccc1OC)CC(=O)Nc1c(Cl)ccc(C)c1Cl	-5	-1	101	-1	-14	-5	98	-2	13	-5	100
CC(C)(C)C(=O)CSc1nc(N)cc(=O)[nH]1	-3	-1	104	-6	-44	-4	99	-1	13	-6	101
COc1ccc(C(NC(=O)c2cccc(F)c2)c2ccccc2)cc1 (configuration not stated)	-3	13	99	-2	-15	-3	101	0	10	-4	99
CN(C)c1ccc(C(CNC(=O)c2ccc(F)cc2)c2c[nH]c3ccccc23)cc1 (configuration not stated)	0	-1	109	-2	-26	0	111	1	5	1	103
CCOC(=O)c1ccc(NC2=CC(=O)CC(c3ccco3)C2)cc1 (configuration not stated)	0	-2	?	2	-15	-1	99	-1	11	4	102
CCCn1c(=N)c(C(=O)NC2CCCC2)cc2c(=O)n3cccc(C)c3nc21	0	-2	99	-5	-5	-2	102	-3	20	0	101
CCN=C1S/C(=C\c2ccc(OC)c(OCC)c2)C(=O)N1CC	?	nt	108	nt	-11	nt	109	nt	106*	nt	108
COc1ccc2ccccc2c1/C=N/NC(=S)Nc1cc(S(=O)(=O)N2CCOCC2)ccc1N1CCOCC1	-5	0	98	-7	-13	-6	103	-2	10	-7	104
COc1cc(C(=O)O)nc2ccccc12	-3	0	103	-4	50	-3	99	-4	77	-7	94
CCn1c(SCC(=O)N=Nc2c(O)[nH]c3ccccc23)nc2ccccc21	-7	-5	97	-4	-15	-4	101	-4	9	-7	98
O=Cc1c(Sc2ccccn2)nc2ccccn2c1=O	-3	-5	98	-8	0	-6	94	-7	35	-4	90
O=S(=O)(NCC1CCCO1)c1ccc(S(=O)(=O)N(Cc2ccc(F)cc2)Cc2ccco2)cc1 (configuration not stated)	2	0	103	-7	-14	-5	108	0	9	0	115
Cc1c(NC(=O)CCCCCN2C(=O)c3ccccc3C2=O)c(=O)n(-c2ccccc2)n1C	0	-2	98	-4	-10	-5	98	-2	12	-1	100
COC(=O)C(CCSC)NC(=O)c1cc2c(n(-c3ccccc3)c1=O)CC(C)(C)CC2=O (configuration not stated)	-9	-3	93	-8	-46	-7	99	-7	12	-15	98
CCOC(=O)c1c(-c2ccc(OC)cc2)csc1NC(=O)CSc1ccccc1	0	-2	108	-2	-47	0	111	1	11	-1	103
CCC(C)c1cc(S(=O)(=O)N2CCOCC2)ccc1OC (configuration not stated)	-4	0	101	-7	5	-3	97	0	25	-7	98
Cc1cccc(C(=O)N2CCC(c3nc(-c4ccc(S(=O)(=O)N5CCOCC5)cc4)no3)CC2)c1	2	47*	107	4	nt	5	102	4	30	3	98
CCCc1nc2ccccc2c(C(=O)OCC(=O)Nc2cccc(S(=O)(=O)N3CCOCC3)c2)c1CC	-3	1	95	-1	4	-6	105	-3	7	-4	104
CC(C)N1CCN(Cc2nc3ccccc3s2)CC1CCO (configuration not stated)	-7	-3	105	-2	-15	-3	103	0	9	-5	102
Cc1ccc(-c2nc(N)n(C(=O)c3ccco3)n2)cc1	-7	-5	111	-5	-13	-4	101	-3	13	-6	103
N#CCCN(C(=O)COC(=O)c1ccc(S(=O)(=O)Nc2ccccc2)cc1)c1ccccc1	-3	-6	102	-7	-5	-9	101	-4	11	-2	103
Cc1cccc(N2CCN(C(=O)CCc3nc4ccccc4[nH]3)CC2C)c1 (configuration not stated)	-3	0	110	-2	-9	0	117	-1	25	-2	134
CCCSc1cc(=O)n(-c2ccccc2)nc1C(=O)OCC	-10	-4	96	-8	-11	-3	100	0	30	-15	100
O=C(NC1CCCC1)C(c1cccs1)N(C(=O)c1ccco1)c1ccc2c(c1)OCCO2 (configuration not stated)	0	-3	100	-5	-6	-2	102	-3	31	-2	100
COc1ccc(NC(=O)CSc2ccc3nnc(-c4cccnc4)n3n2)c(OC)c1	0	5	96	9	-43	6	99	6	7	0	101
COc1ccc(Cn2c(=O)[nH]c3cc(C(=O)NCc4ccc5c(c4)OCO5)ccc3c2=O)cc1	0	2	109	-2	56*	-3	102	2	19	-12	100
Cc1ccc(C(=O)COC(=O)CNC(=O)COc2ccccc2C)cc1C	0	-3	103	-7	4	-4	102	0	23	-1	100
CCN1CCN(C(=S)c2ccc(-c3ccccc3)cc2)CC1	-1	-7	104	-48	-35	-6	100	-3	15	4	100
COCCCNC(=O)c1cc(S(=O)(=O)N2CCOCC2)ccc1SCc1cccc(OC)c1OC	-3	-2	109	-5	-11	-3	100	-3	15	-2	99
